Calpain2 inh: calpain II (pig) inhibition. 0.37% of 220,000 active. purified calpain II, fluorogenic peptide substrate, 30 min. inhibition, % at 16 µM;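 active = inhibition above about 50%, limit read from the data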
Rad51 HR inh: Rad51 (human) homologous recombination inhibition | Q06609 | hRad51 DNA strand exchange, fluorescence dequenching | inhibition, % at 10 µM | 0.085% of 200,000 active | AID 1385;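 active = inhibition above 40% at the single screening dose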;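 also: 0% = DMSO control wells and 100% = blanks with heterologous ssDNA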
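System: hRad51 filaments on single-stranded DNA; reagent: Fluorescein- and BHQ1-tagged 47-mer duplex; compound dosing: one concentration, 10 µM final; timing: filaments 15 min 37 °C, then compound 30 min; measured by: fluorescein emission 520 nm, excitation 485 nm; benchmarks: per-plate controls and blanks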
zVAD death inh: L929 zVAD cell death inhibition; viability rescue, % at 10 µM; 0.38% of 220,000 active; L929 zVAD necroptosis rescue, ATP luminescence, 24 h; with zVAD 60 µM;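 active = activation, scaled between plate controls, above about 75%, limit read from the data; inactive = activation under that limit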;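 also: 0% = zVAD with DMSO and 100% = DMSO alone without zVAD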
EBV gp42 inh: EBV gp42 inhibition. 0.42% of 220,000 active. Fluorescence polarization binding assay, mP read-out. Q1HVG2. inhibition, % (tested at 21.74 µM); in the data active = inhibition above about 50%
TNF death inh: TNF-alpha cell death inhibition in Jurkat FADD-/- cells; Jurkat FADD-/- TNF necroptosis rescue, ATP luminescence, 24 h; 0 = TNF only, 100 = no-TNF cells; activation (protection from cell death), % at 10 µM; 0.068% of 220,000 active; AID 463075;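 active = activation, meaning protection from cell death, of at least 50% relative to plate controls; inactive = activation below 50%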;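 also: necroptosis triggered by 40 ng/mL TNF-alpha added together with compound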
MDM2 E3 inh: inhibitors of human Mdm2 E3 ubiquitin ligase; Q00987; cell-based MDM2 ubiquitination luciferase reporter, 2 h; 0 = plate control, 100 = twice control, blank-subtracted; signal enhancement, % at 5 µM; 0.11% of 210,000 active;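 active = signal enhancement of 30% or more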;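 also: luminescence tracks abundance of the self-degrading MDM2-luciferase fusion protein; higher signal means inhibition of MDM2 E3 ligase activity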
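Test system: stable mammalian line carrying autodegrading MDM2–luciferase fusion reporter; quantity: 2000 cells in each well; times: 4 h cell settling then 2 h compound exposure, 37 °C; detection: luminescence with SteadyLite reagent, 15 min at room temperature; evaluation: percent signal gain over controls, blank-subtracted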
PERK inhibitor: inhibitors of human PERK kinase; inhibition, % at 5.6 µM; CHO PERK-DD fusion, SEAP luminescence translation reporter; 0.17% of 220,000 active; AID 1416;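 active = inhibition above the mean inhibition of all tested compounds plus 3 SD, set separately per screening campaign, cut at about 2.9% in these data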;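 also: PERK kinase domain activated by AP20187 dimerizer at 100 nM; 0% = DMSO with dimerizer and 100% = rapamycin at 8.4 µM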
eIF4E 4G PPI: eIF4E/eIF4G interaction inhibition in translation initiation; P63073+Q04637; TR-FRET eIF4E-eIF4GI(517-606) binding, 2 h; inhibition, % at 21.7 µM; 0.37% of 220,000 active; AID 782;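 active = inhibition above about 30%, limit read from the data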;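 also: 0% = full FRET control wells and 100% = background wells lacking eIF4GI fragment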
KCC2 mod: KCC2 (human) Cl- transport modulation; KCC2 cells, thallium flux FluoZin-2 fluorescence; B-score of Tl+ flux slope (higher = more flux/activation; lower = inhibition) at 10 µM; 2.2% of 190,000 active;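 active = thallium flux slope and its plate-corrected score both differing from the plate sample mean at a set confidence after two filtering rounds, in either direction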;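 also: slope of fluorescence scaled to starting intensity during 10 to 20 s after thallium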
Numbers without * were called inactive; i = inactive; . = no result given; [ ] = dose if it differs, or a comment.

SMILES	Calpain2 inh	Rad51 HR inh	zVAD death inh	EBV gp42 inh	TNF death inh	MDM2 E3 inh	PERK inhibitor	eIF4E 4G PPI	KCC2 mod
COc1ccc(S(=O)(=O)N(CC(=O)NC(C)C)Cc2ccccc2)cc1	-17	1	-0.2	-18	-0.3	-16	-2.6	-16[fluorescence artefact?]	.
Cc1nn(Cc2ccccc2)c(C)c1/C=N/NC(=O)CNc1cccc(C(F)(F)F)c1	21	1	3.5	8	7.4	-11	0.0	2	-0.12
CCOc1cc(/C=N/NC(N)=O)cc(Br)c1OCC(=O)Nc1cccc2ccccc12	-130	122*	-0.4	3	-15	-7	-1.0	-14	-0.009
CNC(=O)c1ccccc1NC(=O)c1ccc(C)c(S(=O)(=O)N2CCCCC2)c1	29	-3	0.0	1	0.0	-12	-0.5	-4	-1.2
O=C(CNS(=O)(=O)/C=C/c1ccccc1)OC1CCOC1=O (stereo unspecified)	13	6	0.4	-17	0.4	-4	-0.1	4	1
CCc1nc2sc(C)c(C)c2c(=O)n1CCO	-3	1	0.0	0	-2.7	-12	0.5	-15[fluorescence artefact?]	0.78
O=C(Cc1csc(-c2ccccc2)n1)NCc1ccccc1F	15	-3	0.4	-17	0.3	-5	0.6	-2	-3.6
COc1ccc(C2C(C(C)=O)=C(C)N=c3s/c(=C\c4ccco4)c(=O)n32)c(OC)c1 (stereo unspecified)	-58	-5	-0.3	-40	-4.3	-4	-0.1	4[fluorescence artefact?]	0.0096
Clc1ccc(-c2nc3ccccn3c2CN2CCCCC2)cc1	25	25	-1.2	-3	0.3	-28	0.8	-2	-0.61
CCC(C)(C)NC(=O)C(c1ccc(C)cc1)N(Cc1ccco1)C(=O)CCC(=O)Nc1nccs1 (stereo unspecified)	-11	-12	-0.7	-5	2.6	1	0.5	1[fluorescence artefact?]	0.9
CCC(C(=O)NC(C)CCc1ccco1)n1nc(C)n2c(cc3occc32)c1=O (stereo unspecified)	2	5	0.8	-21	-1.9	-8	-0.6	50*	-1.1
Cc1cccc(NC(=O)c2ccccc2NC(=O)C2CCCCC2)c1C	31	-2	-0.8	-12	-2.0	-7	-0.1	0	0.48

An excerpt of these results, with two lines to a compound.
Second line of a record – Calpain2 inh	Rad51 HR inh	zVAD death inh	EBV gp42 inh	TNF death inh	MDM2 E3 inh	PERK inhibitor	eIF4E 4G PPI	KCC2 mod
CCc1nc2sc(C)c(C)c2c(=O)n1CCO
  -3	1	0.0	0	-2.7	-12	0.5	-15[fluorescence artefact?]	0.78
O=C(Cc1csc(-c2ccccc2)n1)NCc1ccccc1F
  15	-3	0.4	-17	0.3	-5	0.6	-2	-3.6
COc1ccc(C2C(C(C)=O)=C(C)N=c3s/c(=C\c4ccco4)c(=O)n32)c(OC)c1 (stereo unspecified)
  -58	-5	-0.3	-40	-4.3	-4	-0.1	4[fluorescence artefact?]	0.0096
Clc1ccc(-c2nc3ccccn3c2CN2CCCCC2)cc1
  25	25	-1.2	-3	0.3	-28	0.8	-2	-0.61
CCC(C)(C)NC(=O)C(c1ccc(C)cc1)N(Cc1ccco1)C(=O)CCC(=O)Nc1nccs1 (stereo unspecified)
  -11	-12	-0.7	-5	2.6	1	0.5	1[fluorescence artefact?]	0.9
CCC(C(=O)NC(C)CCc1ccco1)n1nc(C)n2c(cc3occc32)c1=O (stereo unspecified)
  2	5	0.8	-21	-1.9	-8	-0.6	50*	-1.1

Some entries already given, limited to Rad51 HR inh, MDM2 E3 inh and PERK inhibitor.
smiles,Rad51 HR inh,MDM2 E3 inh,PERK inhibitor
COc1ccc(C2C(C(C)=O)=C(C)N=c3s/c(=C\c4ccco4)c(=O)n32)c(OC)c1 (stereo unspecified),-5,-4,-0.1
Clc1ccc(-c2nc3ccccn3c2CN2CCCCC2)cc1,25,-28,0.8

(more compounds)
SMILES	Calpain2 inh	Rad51 HR inh	zVAD death inh	EBV gp42 inh	TNF death inh	MDM2 E3 inh	PERK inhibitor	eIF4E 4G PPI	KCC2 mod
COc1ccc(C(=O)CNc2ccc(C)cc2C)cc1	-3	6	1.1	-19	-5.9	-6	0.2	2	0.017
O=S(=O)(c1ccccc1)C(/C=N\O)/C=C/c1ccccc1 (stereo unspecified)	20	-5	2.5	-5	0.0	5	0.0	-3	-0.57
CC(NC(=O)c1ccc(Br)cc1)c1ccc2c(c1)CCCC2 (stereo unspecified)	2	-2	10	-17	2.9	-5	0.9	-4	0.073
CCC(=O)NCc1cc(-c2nn(C)c(=O)c3ccccc23)ccc1OC	-2	-1	2.8	-5	-1.1	-16	-0.7	-1	.
C/C(=N\S(=O)(=O)c1ccc(C)cc1)NC(=S)Nc1ccc(C)cc1	17	7	0.5	1	1.3	-9	-0.1	1	0.28
COc1ccc(C2C(C#N)=C(N)Oc3c2oc(CO)cc3=O)cc1 (stereo unspecified)	-27	-3	2.3	4	-0.2	0	-0.5	-4	0.34
N/C(=N\OC(=O)/C=C/c1ccccc1)c1cccnc1	-9	3	0.7	-8	-3.8	8	-0.2	-1	-0.19
Cc1cccc(C)c1NC(=O)CCCN1CC(C)OC(C)C1 (stereo unspecified)	19	-3	1.0	-3	0.5	-24	3.2*	5	.
CCOc1ccccc1-n1nnnc1SCC(=O)Nc1cc2oc3ccccc3c2cc1OC	0	-6	0.2	-13	3.5	-3	-0.1	0	-0.0035
Cn1c(-c2ccc(F)cc2)cnc1SCC(=O)N1CCCCC1	2	4	-0.1	-15	0.0	-51	-1.0	-4	-0.38
CN1CCc2c(sc(NC(=O)c3ccc(S(=O)(=O)N4CCc5ccccc54)cc3)c2C(N)=O)C1	-82	-263	0.4	-96	2.2	-4	-1.5	-18	0.11
CC1CCCC(C)N1C(=O)Cn1cnc2cc([N+](=O)[O-])ccc2c1=O (stereo unspecified)	-2	6	1.8	-4	-0.3	-11	1.0	6	0.83
Cc1ccn2cc(CC(=O)O)nc2c1	5	.	0.2	5	-0.8	-26	-0.6	8	-0.25
COC(=O)C1C(=O)NCC1c1ccccc1 (stereo unspecified)	-4	.	-0.3	-4	-0.1	-11	0.8	0	0.98
Cc1ccc(C(=O)NNC(=O)Cn2nnc3ccccc32)cc1	-12	-3	0.5	1	0.2	-4	1.6	3	0.54
O=C1CC2(CCCCC2)Oc2ccc(O)cc21	-15	0	-0.4	5	-1.0	-11	-0.7	0	0.29
Cc1cc(C)[n+](-c2ccc(C(C)C)cc2)c2[nH]c(=O)[nH]c(=O)c12	i	.	.	17	-0.2	13	-0.2	2[fluorescence artefact?]	0.52
CCN(CC)S(=O)(=O)c1ccc(OC)c(NC(=O)c2cccc([N+](=O)[O-])c2C)c1	.	-3	0.7	.	-2.8	.	-1.4	.	.
Cc1ccc(Nc2nc(=O)c3cc([N+](=O)[O-])ccc3s2)cc1	15	6	0.0	4	29	.	1.0	1	2.5
CCC(C)NC(=O)CC(c1ccccc1)c1cc(C)ccc1O (stereo unspecified)	16	2	-1.2	-7	-0.7	1	1.1	-1	1.6
CCc1nccn1S(=O)(=O)c1ccc2ccccc2c1	30	0	1.2	4	0.2	-11	0.7	0	-0.013
CC1Oc2ccccc2N(Cc2ccccc2Cl)C1=O (stereo unspecified)	7	.	0.1	1	0.9	15	0.6	1	0.65
O=C(/C=C/c1ccc2c(c1)OCCO2)c1ccccc1	-16	.	-0.6	-9	-12	-17	-1.1	-4	-2.2
CN(C(=O)CSc1nnc(N)s1)c1c(N)n(Cc2ccccc2)c(=O)[nH]c1=O	-13	-7	-0.2	-4	0.8	-12	1.8	-3	0.78
O=C(Nc1ccccc1)c1ccc(NC2CCCCC2)c(S(=O)(=O)N2CCOCC2)c1	-68	1	0.1	-20	4.3	-15	-2.4	0	-0.86
CCNC(=O)COC(=O)CCC(=O)c1ccc(F)cc1	-10	15	0.6	-9	0.6	0	-0.5	-6	0.51
CCCCCCOC(=O)c1ccc(NC(=O)c2cc(OC)c(OC)c(OC)c2Br)cc1	24	-5	-0.1	-4	-0.4	22	-0.1	0	0.62
O=C1[C@H]2[C@@H](C(=O)N1c1cccc3ccccc13)C1(C(=O)c3ccccc3C1=O)N1CCC[C@@H]21	-62	-3	-0.1	3	-4.4	-14	0.9	3	0.69
CCNC(=O)CN(CCc1ccccc1)S(C)(=O)=O	-16	3	-0.2	-9	-1.5	-12	-0.4	0	0.96
CC1CCN(C(=O)CSc2nnc(Cc3cc(=O)[nH]c(=O)[nH]3)n2-c2ccc(Cl)cc2)CC1	4	-2	0.1	-17	0.0	-18	0.5	-2	-0.092
CCn1cc(CNC(=O)c2cccc([N+](=O)[O-])c2)cn1	-2	-7	0.5	-22	0.6	0	0.4	-7	0.087
CCc1cc(C(=O)OC)c(NC(=O)c2cc(Br)cs2)s1	-95	2	-0.1	-18	-0.1	7	1.2	-8	0.14
CCOC(=O)C1=C(N)OC(CCl)=C(C#N)C1c1ccsc1 (stereo unspecified)	14	-5	1.8	-6	-0.8	-14	0.9	4	-0.19
CCCOc1ccccc1N/C(N)=N/c1nc(C)cc(C)n1	-17	-3	-2.8	-5	0.9	-4	-0.3	-1	0.22
O=[N+]([O-])c1ccc(-c2nnc(CNC3CCCC3)o2)cc1	-12	6	2.6	2	-0.4	-28	-0.4	5	-0.017
Cc1ccc(-c2cc(NC(=O)CSc3n[nH]c(N)n3)n(-c3ccccc3)n2)cc1	-38	4	0.5	9	2.0	-14	-0.2	-3	1.2
